Bioassay records: PubChem, several laboratories
AGP1-GFP MLPCN – alters AGP1-GFP fluorescence in TOR pathway yeast screen. S. cerevisiae AGP1-GFP multiplex flow cytometry, 3 h; GFP as percent of DMSO wells. GFP response vs DMSO, % at 10 µM. 320,000 compounds, 0.02% hits. AID 2066;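 active means GFP response relative to DMSO above a set limit, near screen average plus 3 SD, cut at about 150% in these data; inconclusive means fewer than 70 cells counted for the yeast strain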;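 further: median GFP channel fluorescence of the gated AGP1 strain per well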
CR mimetic SO – caloric restriction mimetics inhibiting age-related superoxide in yeast | S. cerevisiae aged cells, superoxide DHE fluorescence; active compounds read low | superoxide response (% of plate mean), % at 10 µM | 330,000 compounds, 0.18% hits | AID 2690;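 active means superoxide response under a set limit, about three screen SD below normal, cut at about 65% in these data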;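 further: yeast aged for seven days with compound at 30 °C before DHE staining; 100% = average MFI of all compound-treated wells on the plate with controls excluded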
MEX-5 binding – C. elegans MEX-5 TCR-2 RNA binding activity; Q9XUB2; MEX-5/FITC-TCR2 RNA binding, fluorescence polarization; active compounds read low; activity score (negative = inhibition of binding), % at 10 µM; 300,000 compounds, 0.38% hits; AID 1832;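 active means inhibition past about -25% in most replicates, and total fluorescence under double the plate's negative control median, limit read from the data; inconclusive means replicates evenly split on the limit, or fluorescence at least double controls; inactive means too little inhibition in most replicates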;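 further: 0% = DMSO and -100% = 5 µM competing unlabeled TCR2 RNA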
Target sequence (Q9XUB2 whole entry, looked up): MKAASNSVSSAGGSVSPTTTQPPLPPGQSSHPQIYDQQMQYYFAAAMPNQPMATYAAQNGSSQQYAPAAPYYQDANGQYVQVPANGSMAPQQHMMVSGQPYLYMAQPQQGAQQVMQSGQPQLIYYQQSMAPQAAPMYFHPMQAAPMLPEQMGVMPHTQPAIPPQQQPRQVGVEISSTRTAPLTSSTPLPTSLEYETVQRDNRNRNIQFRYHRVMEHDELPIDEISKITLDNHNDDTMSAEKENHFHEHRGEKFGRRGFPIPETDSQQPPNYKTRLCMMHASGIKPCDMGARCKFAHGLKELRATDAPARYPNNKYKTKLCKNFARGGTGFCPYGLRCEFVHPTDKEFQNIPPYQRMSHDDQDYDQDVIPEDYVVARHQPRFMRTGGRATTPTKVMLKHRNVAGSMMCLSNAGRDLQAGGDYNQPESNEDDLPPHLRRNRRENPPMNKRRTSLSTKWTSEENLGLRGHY
MCL1-BIM inh – inhibitors of human MCL1 binding to BIM-BH3 peptide; GST-MCL1 / FITC-Bim-BH3 fluorescence polarization; inhibition, % at 10.9 µM; 320,000 compounds, 0.68% hits; AID 2057; Q07820;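 active means inhibition above the mean inhibition of all tested compounds plus 3 SD, set per campaign, cut at about 40% in these data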;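 further: 0% = DMSO wells and 100% = unlabeled Bim-BH3 peptide control; higher means more loss of mP so more displacement of Bim peptide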
Target sequence (Q07820 whole entry, looked up): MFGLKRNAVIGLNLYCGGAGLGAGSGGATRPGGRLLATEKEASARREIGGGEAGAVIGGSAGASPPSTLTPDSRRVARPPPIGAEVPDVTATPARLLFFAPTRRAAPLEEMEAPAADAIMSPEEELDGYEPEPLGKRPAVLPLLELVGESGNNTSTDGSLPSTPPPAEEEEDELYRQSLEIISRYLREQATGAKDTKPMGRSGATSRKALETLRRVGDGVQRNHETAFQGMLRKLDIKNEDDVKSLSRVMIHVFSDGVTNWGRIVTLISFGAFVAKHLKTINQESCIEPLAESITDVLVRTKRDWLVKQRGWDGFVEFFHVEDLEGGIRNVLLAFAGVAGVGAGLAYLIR
CIT2-GFP yeast – yeast TOR pathway CIT2-GFP modulation; GFP response vs DMSO, % at 10 µM; 320,000 compounds, 0.065% hits; S. cerevisiae CIT2-GFP strain, flow cytometry, 3 h; 100 means same as DMSO wells;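 active means GFP response relative to DMSO above a set limit, near the screen mean plus 3 SD, cut at about 150% in these data; inconclusive means Fewer than 70 cells measured for a yeast strain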;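 further: ratio of well median GFP fluorescence to mean of DMSO wells on the plate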
BCLXL inh – inhibitors of human Bcl-xL | Q07817 | GST-Bcl-xL / FITC-Bim BH3 peptide fluorescence polarization | inhibition, % at 10.9 µM | 320,000 compounds, 0.7% hits;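 active means inhibition above the mean of all tested compounds plus 3 SD, cutoff set per campaign, cut at about 30% in these data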;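 further: 0% = DMSO wells and 100% = unlabeled Bim-BH3 peptide competitor; inhibitors lower millipolarization by displacing the labeled peptide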
Target sequence (Q07817 whole entry, looked up): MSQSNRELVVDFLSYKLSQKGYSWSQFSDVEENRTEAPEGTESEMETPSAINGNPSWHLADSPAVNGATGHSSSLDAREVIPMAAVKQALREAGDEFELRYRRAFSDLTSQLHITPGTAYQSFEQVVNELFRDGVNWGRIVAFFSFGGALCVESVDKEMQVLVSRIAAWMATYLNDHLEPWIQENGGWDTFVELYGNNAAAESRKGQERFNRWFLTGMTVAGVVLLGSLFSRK
GRK2 inh – human GRK2 inhibition via aptamer displacement. inhibition of aptamer binding, % at 10 µM. P25098. bead flow cytometry, FAM-aptamer displacement from GRK2. AID 488847. 330,000 compounds, 0.59% hits;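 active means inhibition of aptamer binding above 40%, roughly 3 SD of noise, on plates passing a quality check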;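 further: median bead fluorescence of bound FAM aptamer so fluorescent compounds give negative values; no value below 0 was filed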
GLD-1 RNA inh – GLD-1-TGE RNA interaction inhibition (C. elegans) | Q17339 | 320,000 compounds, 0.44% hits | purified GLD-1 + fluorescein TGE RNA, fluorescence polarization | inhibition, % at 5.96 µM;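 active means percent inhibition above a per-plate cutoff, the plate mean of test compounds plus 3 SD, cut at about 30% in these data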;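 further: 0% = DMSO wells with GLD-1 and probe and 100% = wells lacking GLD-1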
VLA-4 inh – inhibition in a human VLA-4 binding assay; VLA-4 expressing cells, ligand binding flow cytometry; inhibition, % (about 7 µM as worked out from the volumes in the protocol); 330,000 compounds, 0.2% hits; AID 2557; P13612; in the data active means inhibition above about 50%
Numbers without * were called inactive; u = inconclusive; x = no result given.

SMILES	AGP1-GFP MLPCN	CR mimetic SO	MEX-5 binding	MCL1-BIM inh	CIT2-GFP yeast	BCLXL inh	GRK2 inh	GLD-1 RNA inh	VLA-4 inh
Cc1cc(=O)[nH]c(SCC(=O)NC2CCCCCC2)n1	99	101	x	x	104	x	1	-7	0
Cc1ccccc1NC(=O)Nc1cccs1	94	90	0.9	1	87	3	3	-8	19
COc1ccc(CCC(=O)Nc2cc(S(=O)(=O)N3CCCCC3)ccc2N(C)C)cc1	96	110	x	0	94	3	0	10	-22
CC1=C(C)[N+](=O)C2(O)CCCCC2(C)N1[O-] (stereo not given)	108	96	-0.6	-2	107	2	7	-5	14
CCCCCN(C(=O)CCC(=O)OCC(=O)c1cccc(OC)c1)c1c(N)n(CCCC)c(=O)[nH]c1=O	114	88	0.4	-15	106	-13	0	-2	0
CCN(CC(=O)Nc1c(F)cccc1F)C(=O)CCSc1ccc(F)cc1	102	108	2.3	0	88	7	0	7	1
CC1(C)CC(=O)C=C(NCC(=O)O)C1	104	85	-3.0	3	104	6	4	8	-12
CN(c1ccccc1)S(=O)(=O)c1ccc(C(=O)NNC(=O)c2ccccc2)cc1	104	99	x	-8	102	4	0	-6	-2
CC(=O)C1=C(O)C(=O)N(c2ccc(Br)cc2)C1c1cccc(F)c1 (stereo not given)	88	96	-3.7	-9	83	3	7	3	11
O=C(NNC(=O)C1CCCCC1)c1ccncc1	92	104	1.1	-6	94	2	3	5	-5
CN(C)c1nc(SCc2ccccc2)nc(N2CCOCC2)n1	94	105	0.8	-7	90	7	0	1	9
COC(=O)Cn1cc(/C=C/[N+](=O)[O-])c2ccccc21	94	91	-1.6	-8	96	-15	0	3	14
O=C(Oc1ccc(/C=N/NC(=O)c2ccco2)cc1)c1ccccc1	100	93	x	5	95	3	0	2	5
Cc1ccccc1OCCC(=O)Nc1cccc(S(=O)(=O)Nc2ccccc2Cl)c1	107	117	-5.5	-6	111	0	0	2	8
CC(C)Cn1c(-c2ccco2)n[nH]c1=S	102	91	-3.0	-9	101	-8	0	0	4
COc1cccc(OC)c1OCCCN1CCC(Cc2ccccc2)CC1	107	105	-2.5	-3	110	3	2	-8	6
CC(C)c1nnc(SCC(=O)Nc2ccc3c(c2)OCCO3)n1C	103	93	1.0	8	103	1	0	-4	4
CCCCN(C)C(=O)c1coc(=O)c2ccccc12	100	100	0.5	4	84	2	2	3	8
O=C(O)CCCN1C(=O)c2ccccc2Sc2ncccc21	105	100	-2.0	x	104	x	3	x	1
Cc1cccc(N2CCN(C3CCCCC3NS(=O)(=O)c3ccccc3)CC2C)c1 (stereo not given)	107	94	-0.1	9	110	5	0	-8	7
COc1ccc(-c2nsc(SCC(=O)Nc3ccc4c(c3)OCO4)n2)cc1	101	129	-0.4	-5	106	-1	0	3	-6
C=CCn1c(SCCCCCC)nc(O)cc1=O	98	94	0.4	-4	98	-1	0	4	18
CCOc1cc(N2CCOCC2)c(OCC)cc1NC(=O)Cn1nc(C)c([N+](=O)[O-])c1C	101	105	3.0	-7	94	-2	0	-5	-9
CCC(C)c1ccc(S(=O)(=O)N2CCN(c3ccccn3)CC2)cc1 (stereo not given)	103	86	-1.4	4	99	8	1	11	0
COc1ccc(C2=CC(=O)C[C@H](c3ccc(Cl)cc3)C2)cc1	89	109	x	5	84	9	0	-3	10
Further structures.
SMILES	AGP1-GFP MLPCN	CR mimetic SO	MEX-5 binding	MCL1-BIM inh	CIT2-GFP yeast	BCLXL inh	GRK2 inh	GLD-1 RNA inh	VLA-4 inh
FC(F)(F)c1nc2cc3nc4ccccc4[nH]c3cc2n1	130	56*	-9.3	9	113	17	0	0	-6
O=S(=O)(/C=C/c1ccccc1)N1CCN(c2ccc(F)cc2)CC1	100	119	0.7	8	104	6	0	3	15
O=C(CN1CCCCCC1)N1c2ccccc2Sc2ccccc21	97	99	-0.9	3	92	3	1	4	0
COc1cc2c(cc1OC)C(c1ccncc1)CC(=O)N2 (stereo not given)	92	103	0.2	5	86	5	2	6	23
O=S(=O)(NC1CCCCC1N1CCN(c2cccc(Cl)c2)CC1)c1ccccc1 (stereo not given)	98	103	-3.6	-6	93	6	4	0	13
CC(C)CC(COCc1cccc(Cl)c1)N1CCN(C(=O)c2cccc(C(F)(F)F)c2)CCC1=O (stereo not given)	91	95	-1.2	7	83	4	1	-2	25
COc1cccc(NC(=O)c2cc3ccccc3cc2OC)c1	93	106	1.8	-3	92	-3	2	1	1
CCCc1cc(=O)[nH]c(SCC(=O)Nc2ccc(Cl)c(S(=O)(=O)N3CCOCC3)c2)n1	98	109	x	7	87	1	4	-5	2
O=S1(=O)CCN2C=C(Br)C=C(Br)C2=N1	103	95	-2.7	7	103	5	0	9	0
COc1ccccc1N1CCN(c2ccc([N+](=O)[O-])cn2)CC1	97	103	-2.8	-6	101	0	0	-3	5
O=C1C2ON(c3ccccc3)C(c3ccncc3)C2C(=O)N1c1ccc(Br)cc1 (stereo not given)	106	89	2.1	-4	105	2	0	2	-53
COc1ccc(NC(=O)c2cc3c(COC(C)=O)cnc(C)c3oc2=Nc2cccc(C(=O)O)c2)c(OC)c1	101	99	-1.8	26	95	19	26	6	-3
CCCCOP(=O)(OCCCC)C(O)c1ccc(F)cc1 (stereo not given)	124	114	1.3	-8	101	-2	0	5	2
CCCNC(=O)C(Cc1ccc(F)cc1)NC(=O)c1ccc(C#N)cc1 (stereo not given)	96	88	x	6	93	-1	3	1	0
Cc1noc(NC(=O)c2ccccc2C(F)(F)F)c1C#N	105	100	1.2	1	107	3	0	4	11
Cc1ccc(NC(/C=C/N(C)C)=C/C(=O)C(F)(F)F)c(C)c1	106	94	-5.2	1	100	-2	5	1	17
COc1ccc(C(CNC(=O)c2oc3cc(C)c(Cl)cc3c2C)N2CCCCC2)cc1 (stereo not given)	93	86	-1.3	2	99	2	0	4	7
COCC1CCN(C(=O)C2CCC(=O)N(C3CCCC3)C2)CC1 (stereo not given)	91	84	0.3	5	92	3	1	3	0
CC1CCN(C(=O)CSc2nnc3c(n2)[nH]c2ccccc23)CC1	93	95	-1.8	7	98	7	1	3	7
O=C1N=C(N2CCOCC2)S/C1=C/c1ccc(-c2ccc(F)cc2)o1	92	104	-2.2	-4	79	-2	0	-45	-1
CCOc1ccc(C(c2c(C)[nH][nH]c2=O)c2c(C)[nH][nH]c2=O)cc1OCC	u	87	-4.0	3	u	10	0	9	8
Cc1cccc(NC(=O)c2ccc(N3CCOCC3)c([N+](=O)[O-])c2)n1	99	90	3.8	-1	96	4	3	-1	9
COc1ccc(CCN2C(=O)CC(N3CCN(S(=O)(=O)c4ccccc4)CC3)C2=O)cc1 (stereo not given)	101	95	-1.9	8	95	6	1	-1	8
CCOC(=O)C1=C(C)N=C2SC(C(=O)OC)=CC(=O)N2C1c1cc(OC)c(OC)c(OC)c1 (stereo not given)	101	102	2.2	1	112	5	0	6	6
Cc1cc(/C=N/n2cnnc2)c(C)n1-c1ccc2c(c1)OCO2	104	86	0.3	0	97	1	0	9	4
Carrying on:
SMILES	AGP1-GFP MLPCN	CR mimetic SO	MEX-5 binding	MCL1-BIM inh	CIT2-GFP yeast	BCLXL inh	GRK2 inh	GLD-1 RNA inh	VLA-4 inh
COc1ccccc1CNC(=O)C1CC2Cn3c(nc4cc5ccccc5cc43)C2N1C (stereo not given)	103	98	-0.2	8	103	9	3	-2	1
Nc1ccc(Sc2ccccc2Cl)nc1	98	100	-0.6	12	98	4	0	-13	1
CC(C)CNC(=O)C1CC(=O)OC12CCCCC2 (stereo not given)	92	102	1.9	-2	103	1	0	7	-2
CSc1nnc(-c2cccn(Cc3cccc(Cl)c3)c2=O)o1	93	102	-2.1	-2	89	-8	0	-7	-4
C=CCOc1ccc(/C=N/Nc2ccccn2)cc1OC	107	97	0.0	1	105	0	0	-7	7
Cc1ccccc1CC(=O)c1ccc(O)c(C)c1O	97	112	-0.9	-2	93	1	0	-5	19
CCn1c(CC(=O)Nc2cccc(Cl)c2Cl)nnc1SCCOc1ccc(OC)cc1	113	101	2.5	-22	118	-10	2	-2	16
CC(C)n1c(NCc2ccc(N(C)C)cc2)nc2ccccc21	95	103	-1.0	5	94	4	0	-1	2
O=C(NCCCn1ccnc1)/C(=C\c1cccnc1)NC(=O)c1ccccc1F	95	109	0.1	2	93	1	0	7	32
COc1ccc(CC(=O)N/N=C(\C)c2cccnc2)cc1	92	115	0.3	7	92	7	0	8	-4
COC(=O)c1cc(NS(=O)(=O)c2ccc(OC)c(OC)c2)ccc1Cl	99	81	0.3	6	97	9	0	5	23
CCN1CCN(CCC(=O)Nc2cc(OC)ccc2OC)CC1	106	110	-1.4	13	100	6	0	9	-4
Cc1nc(SC(C(=O)c2ccccc2)c2ccccc2)nc2ccccc12 (stereo not given)	108	93	1.5	-6	92	2	0	-3	4
CCCN(CCC)C(=O)C1CC(=O)OC12CCCCC2 (stereo not given)	106	104	-1.1	2	111	0	0	-6	4
CSCCC(NC(=O)c1cccc(C)c1)C(=O)NCc1cccs1 (stereo not given)	107	88	x	x	100	x	25	5	-5
OC(CN1CCCC(C(F)(F)F)C1)c1ccccc1 (stereo not given)	100	93	-1.6	13	99	6	0	3	10
Cc1onc(-c2ccccc2Cl)c1C(=O)Nc1ccc(-n2nncc2C(C)(C)C)cc1	106	116	0.0	4	105	3	2	4	2
CCOC(=O)c1c(NC(=O)COC(=O)/C=C/c2ccco2)sc2c1CC(C)(C)NC2(C)C	106	104	2.9	-11	93	-1	0	7	4
CCc1cccc(C)c1NC(=S)N(CCCN1CCOCC1)Cc1cccnc1	108	103	-1.5	12	103	10	0	-5	6
OCC[C@H]1C[C@@H](O)[C@H](O)[C@@]2(OCCc3ccccc32)O1	89	107	x	-1	84	0	3	0	46
S=C(Nc1nc2c(s1)CCCC2)NC1CC1	87	95	-1.2	x	81	x	16	x	-13
O=C(Nc1ccc(-c2noc(CCc3ccccc3)n2)cc1)c1ccco1	97	109	-6.7	-12	77	-4	0	4	1
CCN(CC)CCNC(=O)c1ccc(NC(=O)COc2ccccc2F)cc1	109	96	2.3	10	106	5	0	3	2
COC(=O)c1ccc(Cl)c(NC(=O)NC2CCCCC2)c1	98	95	0.0	14	105	7	0	6	2
CC(C)CC(=O)NC(=S)N(Cc1ccccc1)Cc1ccccc1	96	98	-2.0	-7	97	-11	12	1	6
CCOc1cc(Br)c(CN2C(=O)NC3(CCCCCC3)C2=O)cc1OCC	85	110	2.1	-1	77	2	1	0	1
N#CCSc1ccc2nc(-c3ccccc3)cn2n1	107	93	0.4	-4	99	2	3	-9	1
c1ccc(Nc2nc3ccccc3n3nnnc23)cc1	99	96	1.2	61*	111	36*	1	5	-48

5 compounds picked at random from the list so far:
SMILES	AGP1-GFP MLPCN	CR mimetic SO	MEX-5 binding	MCL1-BIM inh	CIT2-GFP yeast	BCLXL inh	GRK2 inh	GLD-1 RNA inh	VLA-4 inh
C=CCOc1ccc(/C=N/Nc2ccccn2)cc1OC	107	97	0.0	1	105	0	0	-7	7
CSc1nnc(-c2cccn(Cc3cccc(Cl)c3)c2=O)o1	93	102	-2.1	-2	89	-8	0	-7	-4
Nc1ccc(Sc2ccccc2Cl)nc1	98	100	-0.6	12	98	4	0	-13	1
CCN(CC)CCNC(=O)c1ccc(NC(=O)COc2ccccc2F)cc1	109	96	2.3	10	106	5	0	3	2
COc1ccccc1CNC(=O)C1CC2Cn3c(nc4cc5ccccc5cc43)C2N1C (stereo not given)	103	98	-0.2	8	103	9	3	-2	1
